High-throughput results: PubChem BioAssay, several laboratories
PKA-R2B activ: PKA-R2B complex activation | PKA-R2B holoenzyme dissociation, Cy5-IP20 fluorescence polarization; R2B truncated from residue 108, S112A mutant; 0% DMSO only, 100% 113 µM cGMP | AID 504700 | hit rate 0.079% among 340,000 | activation, % at 11.4 µM | P22694+P31323;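 active means activation above a cutoff set at the mean over all compounds plus 3 SD, cut at about 18% in these data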;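 further: higher means more holoenzyme dissociation and a rise in polarization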
Target sequence (P31323 whole entry, looked up, other chains not shown, the tested form may be a part): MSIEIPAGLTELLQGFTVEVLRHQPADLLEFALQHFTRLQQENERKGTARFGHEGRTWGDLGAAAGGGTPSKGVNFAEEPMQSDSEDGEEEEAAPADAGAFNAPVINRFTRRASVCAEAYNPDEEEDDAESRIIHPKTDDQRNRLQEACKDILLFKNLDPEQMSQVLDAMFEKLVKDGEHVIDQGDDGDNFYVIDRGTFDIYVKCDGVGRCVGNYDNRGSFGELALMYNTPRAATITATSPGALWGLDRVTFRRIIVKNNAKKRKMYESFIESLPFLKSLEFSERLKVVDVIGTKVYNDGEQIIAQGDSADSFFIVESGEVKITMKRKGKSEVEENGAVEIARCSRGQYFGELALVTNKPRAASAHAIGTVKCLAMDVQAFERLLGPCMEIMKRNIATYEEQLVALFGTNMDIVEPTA
HTR5A inv ag: counter-screen for OPRM1-OPRD1 inverse agonists: human HTR5A inverse agonism; P47898; HTR5A cell line, luminescence; inhibition, % at 9.3 µM; hit rate 0.083% among 340,000; in the data active means inhibition mostly above about 23%, no sharp cut-off; inactive means mostly below about 18%;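 further: 0% = cells with DMSO and 100% = no-cell wells with DMSO; some compounds called inactive have numbers as strong as hits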
Target sequence (P47898 whole entry, looked up): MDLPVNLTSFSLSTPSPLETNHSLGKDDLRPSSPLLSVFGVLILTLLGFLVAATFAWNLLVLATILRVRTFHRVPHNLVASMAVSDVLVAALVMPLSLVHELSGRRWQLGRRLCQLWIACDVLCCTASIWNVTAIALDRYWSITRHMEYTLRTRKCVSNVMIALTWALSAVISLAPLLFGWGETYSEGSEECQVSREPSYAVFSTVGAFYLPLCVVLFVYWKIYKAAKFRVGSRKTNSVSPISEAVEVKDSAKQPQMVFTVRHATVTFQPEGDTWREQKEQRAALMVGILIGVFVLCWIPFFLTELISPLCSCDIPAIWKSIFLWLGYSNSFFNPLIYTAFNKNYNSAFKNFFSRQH
OPRM1-OPRD1 inv: inverse agonist of human OPRM1-OPRD1 heterodimerization. P35372+P41143. cell-based MOR-DOR heterodimer luminescence, inverse agonism. inhibition, % at 9.3 µM. hit rate 0.21% among 340,000; in the data active means inhibition above about 22%, passing the limit was not always enough;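 further: 0% = cells with DMSO and 100% = wells without cells with DMSO; values of inactives mirror those of a sister screen read the other way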
DAGLB inh: diacylglycerol lipase beta (human) inhibition; hit rate 0.059% among 340,000; HEK293T DAGLB membrane lysate, EnzChek fluorogenic substrate; inhibition, % at 5.17 µM; Q8NCG7; in the data active means inhibition above about 34%;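 further: 0% = enzyme with vehicle and 100% = wells lacking enzyme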
Arr AP2 block: human beta-arrestin and AP2 interaction inhibition. AID 504490. hit rate 0.31% among 340,000. FITC-arrestin peptide / GST-AP2 beads, flow cytometry; AP2 beta2 appendage carries R879A mutation. inhibition, % at 10 µM;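 active means inhibition above a set limit, near 3 SD of compounds lacking own fluorescence, cut at about 54% in these data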;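 further: plate controls were DMSO wells for no effect and 5 µM unlabelled arrestin peptide for full effect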
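System: GST-AP2 R879A glutathione beads; medium: PBS, Tween 20 0.05%, BSA 0.1%; reagent: fluorescein-tagged arrestin peptide at 50 nM final; schedule: pre-incubation 12 min, peptide binding 1 h, room temperature; detection: flow cytometry, FL1 (488/535 nm); read-out: inhibition as reduced fluorescein signal on beads, percent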
PKA-R1A act: PKA-R1A complex activation. P00514+P68181. PKA-R1A dissociation, Cy5-IP20 fluorescence polarization; scaled: DMSO 0%, 113 µM cGMP 100%. activation, % at 11.4 µM. hit rate 0.083% among 340,000. AID 504707;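 active means percent activation above the mean of all tested compounds plus 3 SD, cut at about 19% in these data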;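 further: higher means more PKAc released from R1A so a rise in polarization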
HTR5A ag ctr: counter-screen for OPRM1-OPRD1 agonists: human HTR5A agonism; P47898; HTR5A agonist assay, luminescence, cell-based; activation, % at 9.3 µM; hit rate 0.61% among 340,000; AID 504692; in the data active means activation mostly above about 9.5%, no sharp cut-off; inactive means mostly below about 7.6%;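 further: 0% = cells with vehicle only and 100% = reference agonist; strong numbers were not always called active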
Pemphigus Ab inh: inhibitors of pemphigus antibody binding to human desmoglein-3; P32926; DSG3-coupled beads, scFv-anti-DSG3-GFP binding, flow cytometry; active compounds read low; binding (percent of control), % at 10 µM; hit rate 0.48% among 310,000; AID 588358;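 active means binding more than 3 SD below its plate's average and above zero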;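 further: hits lower antibody fragment binding to DSG3; some compounds called inactive have numbers as strong as hits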
V-ATPase pHluor: regulators of yeast V-ATPase proton transport | response, % at 10 µM | S. cerevisiae, pHLuorin cytosolic pH fluorescence | hit rate 0.37% among 350,000; in the data active means response mostly above about 7.3%, no sharp cut-off; inactive means mostly below about 5.4%; further: actives read high; inactives centre near 0; some compounds called inactive have numbers as strong as hits; reference of the scale not given here
OPRM1-OPRD1 ag: OPRM1-OPRD1 heterodimerization agonism | P35372+P41143 | cells, luminescence | activation, % at 9.3 µM | hit rate 0.3% among 340,000 | AID 504326; in the data active means activation above about 18%;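 further: 0% = vehicle-treated cells and 100% = reference agonist; values of inactives mirror those of a sister screen read the other way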
Numbers without * were called inactive; / = not tested or not shown.

SMILES	PKA-R2B activ	HTR5A inv ag	OPRM1-OPRD1 inv	DAGLB inh	Arr AP2 block	PKA-R1A act	HTR5A ag ctr	Pemphigus Ab inh	V-ATPase pHluor	OPRM1-OPRD1 ag
Cc1ccc(NC(=O)Cc2nnc(SCC(=O)NC3=NCCS3)n2C)cc1	7	-1	13	1	4	1	0	/	2	-2.1
N/C(COc1ncn(-c2ccccc2)n1)=N\S(=O)(=O)c1ccc(Cl)cc1Cl	-6	17	14	1	5	-3	-7	102	-1	-2.8
CC(NC(=O)CN(c1ccccc1F)S(C)(=O)=O)c1ccccc1 (configuration not stated)	4	-3	7	-2	-17	-10	1	110	-4	-1.3
CN1CCN(NC(=O)COc2cccc(C(F)(F)F)c2)CC1	-15	-3	9	-1	-5	-6	-1	81	-2	-1.7
Cc1ccc(C)c(NC(=O)C(NCC(C)(C)N2CCOCC2)c2ccccc2)c1 (configuration not stated)	-13	10	-3	-5	14	6	-4	96	-1	0.7
CC1CCCCN1C(=O)CSc1nc(C2CC2)nc2ccccc12 (configuration not stated)	11	5	5	-1	24	3	-2	/	4	-0.8
CCOc1ccccc1N=c1oc2cc(O)ccc2cc1C(=O)NCC1CCCO1 (configuration not stated)	-3	-11	9	2	15	-8	1	106	7	-1.8
COc1ccc(CN(C)C[C@@H]2OCCCC[C@H](C)Oc3ccc(NC(=O)Cc4ccccc4)cc3C(=O)N([C@@H](C)CO)C[C@@H]2C)cc1	3	/	/	3	/	-3	/	101	2	/
CCC(C)(C)NC(=O)C(OC(=O)c1ccco1)c1ccccc1OC (configuration not stated)	7	4	18	0	19	2	-2	/	2	-2.9
COc1ccc(O)c(C=Nc2cc(C)on2)c1	5	1	-5	1	14	1	1	108	-6	0.9
CCC1CCCCN1C(=O)CSc1nnc(-c2ccc(Cl)s2)o1 (configuration not stated)	-5	-6	12	-2	0	4	-2	102	-4	-2.9
CCOC(=O)c1sc(Nc2ccc(F)cc2)nc1C	-11	-5	-39	2	16	-1	2	99	1	7.7
CCC(C)NC(=O)C1CCN(S(=O)(=O)c2cccc3cccnc23)CC1 (configuration not stated)	-2	-3	17	-2	21	0	1	107	1	-3.3
CCOc1cc(/C=N/NC(=O)CCc2n[nH]c(=O)[nH]c2=O)ccc1O	-10	12	-3	-2	2	-8	-4	91	-3	0.4
O=[N+]([O-])c1ccc(-c2cnc(SCc3ccccc3Cl)[nH]2)cc1	-6	-5	-30	-2	-9	-5	2	80	0	5.3
Cc1nnc(SCCC(C)C)[nH]c1=O	-13	-11	15	0	0	-1	0	97	-3	-2.8
Cc1ccc(-n2c(=O)[nH]cc(C(=O)N3CCc4ccccc43)c2=O)cc1C	-10	14	3	2	9	-3	-5	96	-3	-0.6
CC(C)(C)OC(=O)NCCCC[C@H](NC(=O)c1nc[nH]c1C(=O)NC1CCN(C(=O)OC(C)(C)C)CC1)C(=O)OC(C)(C)C	-15	4	-12	0	8	-8	-5	100	1	2.1
CS(=O)(=O)c1ccc(Cl)c(NC(=O)CCN2C(=O)NC3(CCCC3)C2=O)c1	7	-5	2	1	24	-2	1	87	-2	-0.3
O=C1NC[C@H](Cc2ccccc2)N(C[C@H]2CCCN2C[C@H](Cc2ccccc2)N2C[C@H](Cc3ccc(O)cc3)N(CCc3ccccc3)C(=O)C2=O)C1=O	-2	-12	-3	5	11	-10	3	105	-5	0.6
CCN(c1ccccc1)S(=O)(=O)c1cc(NC(=O)COC(=O)C2CC2)ccc1Cl	-1	-5	-7	-1	7	-2	3	97	0	1.3
O=C(Cc1ccccc1)Nc1c[nH]c(=O)[nH]c1=O	2	0	12	-2	6	-12	1	114	-1	-2.2
CC(C)(C)c1ccc(C(=O)NCCOc2ccccc2F)cc1	-5	-7	-17	-9	9	-6	2	94	-1	3.0
Cc1ccccc1N(CC(=O)NCc1ccco1)C(=O)CCC(=O)Nc1nccs1	3	3	18	0	1	-4	1	86	3	-3.0
CCOP(=O)(OCC)C(Nc1cccc(C(F)(F)F)c1)c1ccc(F)cc1 (configuration not stated)	0	-25	-5	2	2	-12	0	/	-5	1.1
Cc1c(NC(=O)C(c2ccccc2)c2ccccc2)cccc1C(=O)O	4	-12	12	1	-3	-8	4	101	-2	-2.2
COc1ccccc1C(=O)NCCC(=O)N1CCN(C(=O)c2ccco2)CC1	-12	21	4	2	-7	-5	-3	101	3	-0.6
CNC(=O)C12N=CNN=C1N(C)C(=O)N2C (configuration not stated)	8	-1	17	3	-16	-5	0	97	-4	-3.2
O=C(O)CCC(=O)Nc1ccc(F)cc1	-7	8	23	2	-2	-9	-5	111	1	-4.4
Cc1nc(C(C)N(C)Cc2nc(Cc3ccccc3F)no2)c(C)s1 (configuration not stated)	2	-2	2	0	10	-1	0	104	0	-0.3
O=C(c1ccc(F)cc1)N1CCCC(c2nc(-c3ccncc3)no2)C1 (configuration not stated)	-3	-12	3	-1	6	-5	-2	95	1	-0.6
COc1ccc(OC)c(C2C3=C(CC(C)(C)CC3=O)Nc3nnnn32)c1 (configuration not stated)	-7	-13	-2	1	8	17	6	129	1	0.4
COc1ccc(C2NC(=O)c3sc4nc(C)c(C(C)=O)c(-c5ccc(Cl)cc5)c4c3N2)cc1 (configuration not stated)	-5	-6	4	2	1	2	2	98	0	-0.8
O=C(NCCc1ccccc1F)C1CCC(=O)N(CCCN2CCCC2=O)C1 (configuration not stated)	3	8	12	-1	-1	11	-2	110	-1	-2.5
O=C(CSc1nnc(-c2cccs2)n1C1CC1)NC1CCS(=O)(=O)C1 (configuration not stated)	1	-22	12	0	-4	-1	8	/	-8	-2.9
CCCn1c(SCc2nc3ccccc3s2)n[nH]c1=O	3	-9	7	-2	45	5	3	105	0	-1.4
Cc1nc2ccccc2c(=O)n1CCCN1CCOCC1	-3	12	7	0	37	10	1	115	-1	-1.3
O=C(Nc1cccc(-c2cn3c(n2)SCC3)c1)c1ccc2ccccc2n1	2	-4	-3	0	14	4	1	90	-2	0.7
CCCCCCNC1=NCCS1	-6	-3	13	2	-4	-4	1	101	0	-2.8
O=[N+]([O-])/C=C/c1c(OCc2ccccc2)ccc2ccccc12	-6	-17	-54	-5	14	0	-2	114	4	10
C[C@H](NC(=O)Nc1ccc2c(c1)OCCO2)C(=O)O	-8	-1	-4	1	20	-5	2	101	7	0.7
CSc1ccc(/C=N/Nc2nc(C)cc(C)n2)cc1	-3	-11	19	6	6	-2	4	104	2	-4.0
Cc1cc(O)ccc1Nc1nc(-c2cccnc2)cs1	-4	-4	4	0	-8	0	1	115	2	-0.7
COc1ccc(C(=O)OCC(=O)Nc2ccc(Cl)c(C(F)(F)F)c2)c(OC)c1OC	-14	-20	-24	-11	3	-2	6	103	0	4.6
CCOc1ccc(-c2nn(-c3ccccc3)cc2/C=C2\SC(N)=NC2=O)cc1C	3	11	7	-2	10	7	-4	92	8	-1.4
CC(=O)Nc1nc(COc2ccccc2)cs1	5	-6	-1	1	-10	11	-1	102	3	0.1
COc1ccc(NC(=O)COC(=O)[C@@H]2CCCN2S(=O)(=O)c2ccccc2F)c(OC)c1	-10	-16	6	-3	5	-6	6	104	-3	-1.1
Cc1ccnc(NC(=O)c2cccc(S(=O)(=O)N3CCN(c4ccc(F)cc4)CC3)c2)c1	-14	-6	18	-1	25	4	2	95	-1	-3.5
C/C(=N\NC(=O)CC1N=C(Cc2ccccc2)NNC1=O)c1ccncc1 (configuration not stated)	7	-25	9	-3	-13	-2	0	108	-2	-1.8
CN(c1ccccc1)S(=O)(=O)c1cccc(NC(=O)Cc2c(F)cccc2Cl)c1	-1	5	0	-4	6	-4	2	105	3	0.0
CNC(=O)C1CCN(S(=O)(=O)c2c(C)noc2/C=C/c2ccccc2F)CC1	0	-14	12	-2	1	-2	-4	108	0	-2.3
O=C1CC2(CCCCC2)CC(=O)N1CCc1ccccc1	0	-2	7	-10	-16	-9	0	/	-1	-1.5
COc1ccccc1N1CCN(c2ccc3c(c2)S(=O)(=O)c2cccc(C(=O)NCc4cccc(F)c4)c2C3=O)CC1	1	/	/	7	/	-13	/	/	-1	/
O=C(NC1CC1)C1=C[C@@H](c2ccccc2)C[C@@H](OCCCCO)O1	-4	-9	10	0	5	-10	3	101	-2	-1.8
O=C(CSc1ccc(F)cc1)Nc1ccccc1Br	5	7	16	-3	18	1	-3	/	-3	-3.5
Cc1ccc(NC(=O)N2CCN(c3ncccc3C(F)(F)F)CC2)cc1	-6	-32	-1	-7	7	-5	0	114	2	0.1
COc1ccc(CNC(=O)CN(CC2CCCO2)C(=O)CNS(=O)(=O)c2ccc(F)cc2)cc1 (configuration not stated)	2	10	13	2	-6	-9	0	112	-3	-2.8
O=C(c1cccs1)N1CCC(c2nc(-c3ccc(S(=O)(=O)N4CCOCC4)cc3)no2)CC1	-9	14	-2	1	-5	-5	-1	102	1	0.3
Cc1ccccc1NC(=O)Cc1nnc(SCC(=O)NC2CCCC2)n1C	-2	-6	0	-2	46	-2	2	88*	6	0.0
COc1cc2c(c(OC)c1OC)CCc1cnoc1-2	4	-5	13	-2	9	-2	1	90	0	-2.6

A different layout for some results above.
| structure | PKA-R2B activ | HTR5A inv ag | OPRM1-OPRD1 inv | DAGLB inh | Arr AP2 block | PKA-R1A act | HTR5A ag ctr | Pemphigus Ab inh | V-ATPase pHluor | OPRM1-OPRD1 ag |
| --- | --- | --- | --- | --- | --- | --- | --- | --- | --- | --- |
| C[C@H](NC(=O)Nc1ccc2c(c1)OCCO2)C(=O)O | -8 | -1 | -4 | 1 | 20 | -5 | 2 | 101 | 7 | 0.7 |
| Cc1ccnc(NC(=O)c2cccc(S(=O)(=O)N3CCN(c4ccc(F)cc4)CC3)c2)c1 | -14 | -6 | 18 | -1 | 25 | 4 | 2 | 95 | -1 | -3.5 |
| COc1ccc(NC(=O)COC(=O)[C@@H]2CCCN2S(=O)(=O)c2ccccc2F)c(OC)c1 | -10 | -16 | 6 | -3 | 5 | -6 | 6 | 104 | -3 | -1.1 |

Going on with the list:
SMILES	PKA-R2B activ	HTR5A inv ag	OPRM1-OPRD1 inv	DAGLB inh	Arr AP2 block	PKA-R1A act	HTR5A ag ctr	Pemphigus Ab inh	V-ATPase pHluor	OPRM1-OPRD1 ag
CC(C)c1onc(C(=O)N2CCN(Cc3ccccc3)CC2)c1[N+](=O)[O-]	-1	9	-1	0	-4	4	-3	101	3	0.2
CCO[C@H]1OC(C(=O)NCc2nc3ccccc3[nH]2)=C[C@@H](c2cn(C(C)=O)c3ccccc23)[C@@H]1CCCO	-15	1	9	-1	3	-7	0	101	-4	-1.5
CCOCCCNC(=O)C(NC(=O)Cc1cccs1)c1ccc(OC)cc1 (configuration not stated)	2	6	2	-3	6	0	-3	115	4	-0.4
Cc1ccc(-c2csc(NC(=O)CSc3nc4ccccc4[nH]3)n2)cc1	-1	-20	-26	6	5	-1	6	132	-3	4.8
Cn1c(SCC(=O)N2CCCC2)nnc1-c1cccs1	-12	-16	3	-1	0	3	0	103	0	-0.4
CN(C)S(=O)(=O)c1cccc(C(=O)c2nccn2C)c1	-4	9	15	-3	1	-7	-1	/	-3	-3.2
COc1cc(NC(=O)CCN2C(=O)NC3(CCCC3)C2=O)c(OC)cc1Cl	-3	-7	13	3	5	-11	3	/	0	-3.3
